Compound activity as filed in PubChem.
Anthrax LF inh2 = blocks Bacillus anthracis lethal factor protease; multiplex microsphere protease cleavage assay, LF; inhibition, % at 10 µM; 360,000 compounds, 0.12% hits; AID 588501; further: plate controls were buffer without enzyme for full effect and enzyme alone for no effect
TcdB inh = TcdB glycohydrolase inhibition; P18177; TcdB glycohydrolase enzymatic assay, plate reader; inhibition, % at 9.99 µM; 350,000 compounds, 0.24% hits; in the data active means inhibition above about 10%
Target sequence (P18177 whole entry, looked up): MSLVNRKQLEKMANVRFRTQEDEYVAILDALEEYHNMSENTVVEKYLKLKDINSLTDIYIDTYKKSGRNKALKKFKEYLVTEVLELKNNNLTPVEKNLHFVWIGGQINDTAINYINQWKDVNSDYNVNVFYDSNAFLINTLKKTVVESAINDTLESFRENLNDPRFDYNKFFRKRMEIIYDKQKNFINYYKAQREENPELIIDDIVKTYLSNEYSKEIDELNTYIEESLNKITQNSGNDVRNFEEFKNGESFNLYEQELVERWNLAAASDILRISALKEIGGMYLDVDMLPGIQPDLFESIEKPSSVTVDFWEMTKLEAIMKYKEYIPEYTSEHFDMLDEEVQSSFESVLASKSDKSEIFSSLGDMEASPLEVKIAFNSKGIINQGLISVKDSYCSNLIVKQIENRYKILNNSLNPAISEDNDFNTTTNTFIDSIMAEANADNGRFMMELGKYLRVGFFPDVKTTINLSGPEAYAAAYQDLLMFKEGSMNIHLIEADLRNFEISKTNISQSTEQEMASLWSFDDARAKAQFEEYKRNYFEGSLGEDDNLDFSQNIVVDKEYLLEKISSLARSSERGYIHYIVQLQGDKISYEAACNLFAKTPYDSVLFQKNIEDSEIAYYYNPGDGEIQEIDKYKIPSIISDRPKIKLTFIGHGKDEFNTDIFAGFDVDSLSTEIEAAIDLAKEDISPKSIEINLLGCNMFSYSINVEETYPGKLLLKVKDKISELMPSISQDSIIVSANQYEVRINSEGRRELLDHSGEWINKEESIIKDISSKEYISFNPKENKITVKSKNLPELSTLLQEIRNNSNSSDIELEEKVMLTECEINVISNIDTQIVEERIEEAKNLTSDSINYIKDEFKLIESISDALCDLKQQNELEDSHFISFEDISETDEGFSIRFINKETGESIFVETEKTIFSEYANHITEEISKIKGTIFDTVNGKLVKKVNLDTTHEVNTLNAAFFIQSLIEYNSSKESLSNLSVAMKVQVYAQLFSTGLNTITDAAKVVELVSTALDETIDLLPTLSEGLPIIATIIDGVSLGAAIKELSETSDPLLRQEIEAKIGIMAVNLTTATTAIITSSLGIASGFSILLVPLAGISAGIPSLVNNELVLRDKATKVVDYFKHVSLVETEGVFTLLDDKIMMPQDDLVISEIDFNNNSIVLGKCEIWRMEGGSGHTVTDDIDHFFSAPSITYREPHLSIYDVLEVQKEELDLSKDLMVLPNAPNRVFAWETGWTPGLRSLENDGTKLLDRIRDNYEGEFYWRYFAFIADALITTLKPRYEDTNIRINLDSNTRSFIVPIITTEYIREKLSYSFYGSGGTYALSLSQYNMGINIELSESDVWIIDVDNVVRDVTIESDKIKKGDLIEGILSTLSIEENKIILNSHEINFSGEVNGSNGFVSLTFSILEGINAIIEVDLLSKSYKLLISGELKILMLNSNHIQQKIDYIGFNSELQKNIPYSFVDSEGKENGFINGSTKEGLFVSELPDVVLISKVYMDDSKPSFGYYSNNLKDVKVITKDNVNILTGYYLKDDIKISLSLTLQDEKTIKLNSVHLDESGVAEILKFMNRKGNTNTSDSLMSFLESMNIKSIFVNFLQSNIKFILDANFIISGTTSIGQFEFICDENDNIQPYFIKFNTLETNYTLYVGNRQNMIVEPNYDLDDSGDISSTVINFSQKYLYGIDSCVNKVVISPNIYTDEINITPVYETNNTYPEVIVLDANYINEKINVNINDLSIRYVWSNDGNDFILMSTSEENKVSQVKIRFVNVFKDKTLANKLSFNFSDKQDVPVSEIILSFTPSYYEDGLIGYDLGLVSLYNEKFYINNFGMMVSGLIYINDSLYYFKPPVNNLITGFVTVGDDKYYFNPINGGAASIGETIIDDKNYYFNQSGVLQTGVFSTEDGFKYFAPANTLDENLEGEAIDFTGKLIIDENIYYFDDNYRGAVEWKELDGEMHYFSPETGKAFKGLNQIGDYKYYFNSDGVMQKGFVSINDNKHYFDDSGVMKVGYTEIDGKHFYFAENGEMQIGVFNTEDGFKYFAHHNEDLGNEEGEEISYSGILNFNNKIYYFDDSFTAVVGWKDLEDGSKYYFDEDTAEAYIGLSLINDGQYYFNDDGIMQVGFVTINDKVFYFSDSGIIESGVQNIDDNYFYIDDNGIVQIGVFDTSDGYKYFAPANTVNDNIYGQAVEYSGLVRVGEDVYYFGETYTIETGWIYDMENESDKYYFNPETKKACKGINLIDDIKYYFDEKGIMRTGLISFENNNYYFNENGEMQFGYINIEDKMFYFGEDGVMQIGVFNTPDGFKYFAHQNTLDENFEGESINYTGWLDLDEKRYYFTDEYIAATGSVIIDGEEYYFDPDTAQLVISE
Vc quorum ag = induces V. cholerae light production without autoinducers; V. cholerae BH1578 lux reporter, luminescence, 6 h; activation, % at 18.7 µM; 350,000 compounds, 0.16% hits; in the data active means activation mostly above about 9.7%, no sharp cut-off; inconclusive means no clear call, values can overlap the other calls; inactive means mostly below about 3.7%; further: not every result past the cut was called active; inactives centre near 0; reference of the scale not given here
SARS 3CLpro inh = SARS-CoV 3CLpro protease inhibition; P0C6X7; recombinant SARS-CoV 3CLpro, quenched FRET peptide cleavage; inhibition, % at 6 µM; 290,000 compounds, 0.14% hits; AID 1706; in the data active means inhibition above about 12%
BoNT A protease = blocks Botulinum neurotoxin A light chain protease; AID 588499; multiplex microsphere protease substrate cleavage, flow cytometry; 360,000 compounds, 0.17% hits; inhibition, % at 10 µM; further: plate controls were buffer without enzyme for full effect and enzyme alone for no effect
PrPC surface inh = inhibitors of human cell surface prion protein PrPC; P04156; TR-FRET read-out; 370,000 compounds, 0.43% hits; inhibition, % at 13.8 µM; in the data active means inhibition above about 24%; further: 0% = median of the test wells and 100% = reference compound wells
Y pestis TopoI = Y. pestis Topo-I inhibition via cleavage products; Y. pestis Topo-I cleavage product accumulation, plate reader; activity, % at 10 µM; 360,000 compounds, 0.064% hits; in the data active means activity above about 50%, passing the limit was not always enough; inconclusive means no clear call, values can overlap the other calls; further: inactives centre near 2
SSB-PriA inh = K. pneumoniae PriA-SSBct interaction inhibition | AlphaScreen SSBct-PriA binding, biotinylated peptide | inhibition, % at 33 µM | 430,000 compounds, 0.6% hits | AID 1272365; in the data active means inhibition mostly above about 37%, no sharp cut-off; inactive means mostly below about 20%;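 further: plate controls were negative control peptide for no effect and reference peptide for full effect; strong numbers were not always called active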
PfHsp40 rescue = compounds rescuing yeast from Plasmodium falciparum HSP40 toxicity; S. cerevisiae expressing PfHsp40, growth rescue, ATP luminescence; AID 504582; growth rescue, % at 12.5 µM; 340,000 compounds, 0.68% hits; in the data active means growth rescue above about 28%, passing the limit was not always enough; inconclusive means no clear call, values can overlap the other calls;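 further: yeast W303a lacking pdr1 and pdr3 grown in galactose medium; growth measured after three days at 30 °C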
Starred values were filed as active, the others as inactive; i = inactive; ? = inconclusive; · = no result given; & = joins results of further samples. Unless noted, no stated cut-off is given here; in the data, active means inhibition above about 30%; inconclusive means no clear call, values can overlap the other calls; inactive means below that. This is a subset, so the mix of outcomes need not match the whole.

SMILES	Anthrax LF inh2	TcdB inh	Vc quorum ag	SARS 3CLpro inh	BoNT A protease	PrPC surface inh	Y pestis TopoI	SSB-PriA inh	PfHsp40 rescue
N#CC1=C(N)OC2=C(C(=O)CCC2)C1c1cc2c(cc1Cl)OCO2 (stereo unspecified)	20	1.3	i	5	-4.7	2	0	3	-1.1
COCCNC(=O)c1cc2nc(-c3ccc(F)cc3)cc(C(F)(F)F)n2n1	-2	0.2	i	1	-0.5	-15	-9	-16	-0.3
O=C(Nc1ccccc1)Nc1ccccc1-n1ccnc1	-2	0.1	2.2	-2	0.2	2	3	-9	-0.7
C=C(CCO)C1=CCN(S(=O)C(C)(C)C)[C@@H]1CCO (stereo partly specified)	-2	0.5	-1.1	·	0.1	-1	1	-13	-0.3
Cc1ccc(/C=C/C(=O)Nc2cccnc2)o1	0	·	i	0	-0.4	1	0	-7	-0.6
COC(=O)C1=C(c2cccc(C#N)c2)C[C@@H]2CC[C@H]1N2C(=O)NCCO	1	0.0	-0.8	·	-0.1	-5	2	7	-0.3
CCOC(=O)c1cc(-c2csc(COc3ccccc3)n2)on1	-23	-1.0	0.0	-5	-26	-1	-10	-2	-0.1
Cc1ccccc1OCC(=O)OCC(=O)Nc1cc(C(F)(F)F)ccc1N1CCOCC1	-2	0.4	-0.3	-2	0.4	0	25	-2	1.9
O=C(NC(Cc1ccccc1)C(=O)O)/C(=C\c1ccco1)NC(=O)c1ccco1 (stereo unspecified)	0	-0.6	-0.5	-1	0.1	-1	0	-4	-0.7
COc1ccc(CN2C3CCC2CC(NC(=O)c2cc(OC)c(OC)c(OC)c2)C3)cc1 (stereo unspecified)	·	-0.4	-0.7	3	·	-11	7	0	0.2

Compounds from the list above that contain four or more nitrogen atoms:
SMILES	Anthrax LF inh2	TcdB inh	Vc quorum ag	SARS 3CLpro inh	BoNT A protease	PrPC surface inh	Y pestis TopoI	SSB-PriA inh	PfHsp40 rescue
COCCNC(=O)c1cc2nc(-c3ccc(F)cc3)cc(C(F)(F)F)n2n1	-2	0.2	i	1	-0.5	-15	-9	-16	-0.3
O=C(Nc1ccccc1)Nc1ccccc1-n1ccnc1	-2	0.1	2.2	-2	0.2	2	3	-9	-0.7

The list continues:
SMILES	Anthrax LF inh2	TcdB inh	Vc quorum ag	SARS 3CLpro inh	BoNT A protease	PrPC surface inh	Y pestis TopoI	SSB-PriA inh	PfHsp40 rescue
CCN1CCN(CCCN(Cc2ccco2)C(=S)Nc2ccccc2Cl)CC1	-6	2.1	-0.2	1	0.3	-17	-9	0	-0.2
CC(C)c1ccc(C(=O)N2CCCC(c3cc(C(=O)Nc4ccccc4Cl)no3)C2)cc1 (stereo unspecified)	0	-1.1	i	·	-0.1	5	25	·	·
CCN(CC)S(=O)(=O)c1ccc(NS(=O)(=O)c2ccc3oc(=O)[nH]c3c2)cc1	0	0.7	i	3	-0.2	4	0	-13	-0.4
COc1ccccc1OCC(=O)NCC1CCCN(C(=O)c2ccccc2SC)C1 (stereo unspecified)	0	-0.3	-0.9	-1	-0.9	4	-7	15	-0.6
Cc1ccc(S(=O)(=O)N2CCN(Cc3csc(C)n3)CC2)cc1	-3	-0.4	i	0	1.4	2	5	-20	0.7
CCOC(=O)C1=C(COC(=O)CNS(=O)(=O)c2c(F)cc(F)cc2Br)NC(=O)NC1C (stereo unspecified)	-1	-0.9	i	·	-0.4	0	-4	5	-0.2
COc1ccc(Cl)cc1NC(=O)[C@@]1(CC(=O)O)CC(/C=C/c2ccccc2)=NO1	1	-1.5	-0.6	-6	-2.2	11	12	4	6.5
COc1ccc(C2CC(c3cc(OC)ccc3OC)n3nnnc3N2)cc1 (stereo unspecified)	1	·	-1.0	0	0.4	-4	15	-8	-1.1
Cc1ccc(S(=O)(=O)N2CCC(C(=O)N3CCCCCCC3)CC2)cc1C	3	1.9	i	·	-0.5	1	21	·	·
O=C(Cn1c(=O)n(Cc2ccc(F)cc2)c(=O)c2ccccc21)NCC1CCCO1 (stereo unspecified)	0	0.8	2.8	5	-0.4	3	-10	-5	-0.1
CCc1nc(SCC(=O)Nc2nnc(C(C)C)s2)n[nH]1	-7	2.2	i	·	-0.6	-5	3	-12	-1.1
CN(Cc1ccc(N(C)C)cc1)C(=O)c1cc2ccccc2o1	-3	0.3	-0.3	0	0.0	-6	7	28	1.0
Cc1cccc(CSc2nnc(Cn3c(=O)sc4ccccc43)n2C)c1	-6	0.2	-0.1	1	0.9	1	21	-15	-0.3
Cc1ccc(-c2[nH]nc3c2C(c2ccc(OC(=O)N4CCOCC4)cc2)C(C#N)=C(N)O3)cc1 (stereo unspecified)	-5	-1.2	i	-3	?	·	26	12	-0.9
COc1cc(OC)c2c(C)c(Cl)c(=O)oc2c1	-2	·	i	-7	-0.5	-35	3	1	2.0
CC(Oc1cc2oc(=O)c3c(c2cc1Cl)CCC3)C(=O)NCCCn1ccnc1 (stereo unspecified)	-1	-3.2	-0.3	-3	-0.8	0	-8	-3	0.8
COc1ccc(S(=O)(=O)N2CCOCC2)cc1NC(=O)CN1CCCc2ccccc21	-11	1.2	1.0	·	-1.0	-8	30	-12	-0.4
O=C(NC1CCCC1)c1cc(-c2ccc(F)cc2)on1	2	-1.1	-0.3	1	1.2	-4	3	-11	-1.3
NC(=O)C(CCC(=O)c1ccc(Br)cc1)S(=O)(=O)c1ccccc1 (stereo unspecified)	0	3.0	i	1	-0.1	-4	-6	2	1.0
CC1Sc2ccc(S(=O)(=O)CCC(=O)NCc3ccccc3)cc2NC1=O (stereo unspecified)	-4	0.9	-0.6	0	-2.0	3	9	-12	1.0
COc1ccc(OC)c(Nc2nc(NCCCN(C)C)nc(N)c2[N+](=O)[O-])c1	31*	0.7	i	-1	0.7	-2	-11	14	-0.5
Clc1ccc(-c2n[nH]c3c2CCCC3)cc1	0	1.8	7.5	1	0.3	-6	7	-3	-0.7
NNc1ccc2c(C(F)(F)F)cc(C(F)(F)F)nc2n1	-7	-7.5	1.0	1	-1.0	-5	3	10	-0.6
Cc1cccc(-c2n[nH]c(=S)n2Cc2ccccc2)c1	1	·	i	1	-1.3	7	3	-12	1.3
Cc1ccc(C)c(N2CCN(S(=O)(=O)c3cccc4cccnc34)CC2)c1	-8	-0.9	-0.4	-3	-0.2	-7	6	-24	4.2
CCc1nc2ccc(C(=O)N(CC)CCN(C)C)cn2c1N(C=O)CCC(C)C	-6	0.4	-0.3	·	-0.7	-3	2	·	·
CC(=O)Nc1ccc(NC(=O)C(C)OC(=O)COc2ccc(Nc3ccccc3)cc2)cc1 (stereo unspecified)	-1	0.9	i	·	-0.3	-8	-9	18	-0.6
C=CCN(C(=O)Nc1ccc2c(c1)nc(C)n2C)c1ccccc1	0	1.1	6.2	-5	-1.3	6	-7	-4	-0.5
COc1ccc(NC(=S)NC(NC(=O)CCl)C(Cl)(Cl)Cl)c([N+](=O)[O-])c1 (stereo unspecified)	0	·	i	3	3.3	·	-11	27	0.4
COC(=O)c1ccccc1NC(=S)NC(=O)COc1ccccc1	0	·	i	0	0.2	3	-4	-19	-0.3
CC1CCN(C(=O)CCCNC(=O)Cn2cnc3sc4c(c3c2=O)CCCC4)CC1	6	·	1.7	3	2.3	-6	0	0	2.7
O=C(OCCN1CCN(C2=NS(=O)(=O)c3ccccc32)CC1)c1cccc(Br)c1	2	1.4	-1.6	2	-0.1	-1	25	-10	1.5
O=C(Nc1cccnc1)Nc1ccccn1	2	·	-7.7	-2	0.6	-7	-2	-24	0.0
Cc1cc(C)cc(Cn2c3ccc(NC(=S)NCc4ccccc4F)cc3c(=O)n2C)c1	2	1.4	0.2	·	-0.3	10	15	·	·
O=C(Nc1ccccc1)c1nc2ccccc2s1	0	3.1	-0.2	-1	0.1	-1	5	-28	-0.1
Cc1ccc(CC(=O)O/N=C(\N)c2cccc([N+](=O)[O-])c2)cc1	0	0.5	i	5	-1.0	0	-5	i	1.1
CN(Cc1ccco1)C(=O)C1CCCN(c2ncnc3c2nc2n3CCCCC2)C1 (stereo unspecified)	-2	0.5	i	-1	0.8	0	10	-3	-0.5
CC(C)c1ccc2oc(=O)cc(CN3CCOCC3)c2c1	0	0.7	-0.1	-2	0.1	4	-8	-11	0.0
C/C(=N/NS(=O)(=O)c1ccc(F)cc1)c1ccc(NC(=O)c2ccc(C)o2)cc1	-1	·	-0.4	4	0.0	3	-5	·	0.4
CC(=O)N1CCN(S(=O)(=O)c2cccc(C(=O)NCCc3ccc(Cl)cc3)c2)CC1	-4	-5.3	1.7	·	-4.9	5	23	-11	-1.2
Cc1ccc(S(=O)(=O)N2CCCCC2CCNC(=O)C(=O)NC2CCCC2)cc1 (stereo unspecified)	1	1.6	-0.7	·	-1.5	7	6	-5	·
Cc1onc(-c2c(F)cccc2Cl)c1C(=O)c1ccc(F)cc1	·	0.4	-0.7	-3	·	-4	-5	-40	·
Cn1c(CNC(=O)CCNC(=O)c2cccc(Br)c2)cc(=O)n(C)c1=O	-2	0.1	-0.4	-6	-3.0	-1	-12	9	-0.5
Cc1ccccc1NC(=O)C1c2cccc[n+]2CC(=O)N1c1c(C)cccc1C (stereo unspecified)	1	·	-1.3	-3	5.7	0	-2	7	-1.2
O=C(O)COc1ccccc1O	·	·	-0.3	-2	·	0	2	-9	-0.4
CCN(CC)CCCn1c2c(c(SCC(=O)Nc3cccc(C(C)=O)c3)nc1=O)CCC2	-1	1.4	1.9	·	-7.9	-1	4	7	-1.3
O=C(C[C@H]1C/C=C\C[C@H](NC(=O)OCC2c3ccccc3-c3ccccc32)C(=O)OC[C@@H]2CCCN2C1=O)N[C@H](CO)Cc1ccccc1	2	·	-0.4	·	0.4	·	-1	·	-0.2
CC[C@@H](Nc1ncnc2c1oc1ccccc12)C(=O)O	0	0.0	-0.8	-1	1.0	1	-5	5	-0.9
Cc1ccc(C)c(N2CCN(C(=O)CCc3nc(-c4ccccc4)no3)CC2)c1	-6	2.5	i	·	0.2	-10	32	-10	0.7
CC[C@]12c3[nH]c4ccc(OC)cc4c3CCN1C(=O)C(CC(=O)NCCC1=CCCCC1)C[C@@H]2C(=O)N1CCN(C(=O)C2CC2)CC1 (stereo partly specified)	-1	-7.0	-0.9	·	-0.2	0	25	6	-0.7
Next compounds:
SMILES	Anthrax LF inh2	TcdB inh	Vc quorum ag	SARS 3CLpro inh	BoNT A protease	PrPC surface inh	Y pestis TopoI	SSB-PriA inh	PfHsp40 rescue
CCOc1cc(CNc2ccc(N(C)C)cc2)cc(Br)c1OCC(=O)NC(C)(C)C	-3	·	-0.3	-4	-0.7	5	-6	55	3.7
Cc1nc2ccccc2[nH]c1=O	0	1.3	-0.2	-5	-0.6	7	0	-12	0.1
Cn1cc(/C=N/n2cnc3scc(-c4ccc(Cl)cc4)c3c2=O)c2ccccc21	-2	·	i	1	-0.7	1	8	·	0.7
C=CCNC(=S)Nc1ccccc1	-5	0.9	0.9	0	0.6	9	-7	-8	-1.3
CC(=O)Nc1ccc(NC(=O)COC(=O)c2c3c(nc4ccccc24)CCN(Cc2ccccc2)C3)cc1	1	1.0	-0.2	-1	2.5	-3	-2	12	-0.8
O=C(CNC(=O)c1ccc(Br)o1)Nc1cccc(-c2cnc3ccccc3n2)c1	0	·	i	5	-1.1	-6	1	-34	0.5
CN1CCN(C(=O)C2CCN(S(=O)(=O)c3cnc[nH]3)CC2)CC1	-4	·	i	-1	-1.6	2	-2	-11	0.0
COc1ccc(Nc2ncc(C(=O)N3CCN(Cc4ccccc4)CC3)c3ccccc23)cc1	-1	·	1.5	-2	-1.0	-8	-10	4	1.5
CS(=O)(=O)c1cccc(-c2nnc(NC(=O)C3=COCCO3)o2)c1	2	1.3	-1.4	·	0.0	3	5	1&-6	0.8
CC(C)(C)NC(=O)CCN(/N=C/c1ccncc1)C1=NS(=O)(=O)c2ccccc21	-4	0.2	1.2	-3	-1.0	8	-3	·	-2.1
